Screening results from PubChem BioAssay.
RAD52 inh = inhibitors of human RAD52 DNA annealing | P43351 | recombinant RAD52 DNA annealing, FRET fluorescence | inhibition, % at 18.7 µM | 360,000 tested, 0.46% active | AID 651710;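 active = every replicate showing at least 50% inhibition; inconclusive = mean inhibition at least 50% but not in every replicate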
E-sel inducer = induces E-selectin expression in human endothelial cells. HUVEC E-selectin immunofluorescence imaging; normalized: neutral wells 0, TNF-alpha wells 100. P16581. 260,000 tested, 0.37% active. AID 686992. activation, % at 7.58 µM;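 active = mean E-selectin-positive cell signal at least 10% of the positive control, reached in at least 60% of replicates, without over 20% cell loss; inconclusive = no rule given, readout overlaps actives, possibly toxicity-flagged; inactive = the rest, including those meeting only one limit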;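 note: in these data hits start at about 27%; measured in HUVEC primary endothelial cells; signal is the percent of cells scored E-selectin positive by PE staining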
Target sequence (P16581 whole entry, looked up): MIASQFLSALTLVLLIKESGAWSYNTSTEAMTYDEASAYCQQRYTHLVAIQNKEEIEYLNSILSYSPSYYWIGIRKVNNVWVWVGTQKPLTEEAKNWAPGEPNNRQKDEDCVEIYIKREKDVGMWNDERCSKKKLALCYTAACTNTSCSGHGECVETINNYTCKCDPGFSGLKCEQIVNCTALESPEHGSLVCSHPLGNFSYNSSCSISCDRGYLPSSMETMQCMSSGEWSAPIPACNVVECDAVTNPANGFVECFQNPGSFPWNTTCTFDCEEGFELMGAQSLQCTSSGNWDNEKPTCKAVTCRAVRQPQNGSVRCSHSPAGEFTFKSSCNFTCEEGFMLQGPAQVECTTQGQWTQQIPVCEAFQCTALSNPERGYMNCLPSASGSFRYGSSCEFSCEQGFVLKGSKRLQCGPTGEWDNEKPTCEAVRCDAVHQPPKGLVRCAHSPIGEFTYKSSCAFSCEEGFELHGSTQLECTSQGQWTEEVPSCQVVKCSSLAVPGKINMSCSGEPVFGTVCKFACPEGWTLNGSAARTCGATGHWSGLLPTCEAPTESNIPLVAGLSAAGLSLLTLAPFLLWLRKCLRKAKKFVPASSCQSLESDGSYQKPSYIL
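material = human umbilical vein endothelial cells (HUVEC), E-selectin induction | quantity = 3,000 cells/well | medium = EGM-2 growth medium on 0.1% gelatin-coated wells | technique = immunofluorescence imaging | read-out basis = % PE-positive cells | control set = TNF-alpha positive control, DMSO neutral control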
EWS-Fli inh = inhibitors of EWS/Fli oncoprotein transcriptional activity. A673 NR0B1-luciferase reporter, viability-normalised. inhibition, % at 12.6 µM. 350,000 tested, 0.67% active;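 active = mean inhibition of at least 50% after viability correction, with every replicate also passing that limit; inconclusive = mean reaches 50% but only one of two replicates passes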;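 note: firefly luciferase signal divided by Alamar Blue viability fluorescence both relative to DMSO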
RAD54 branch = inhibitors of human RAD54 branch migration | Q92698 | 360,000 tested, 0.14% active | RAD54 Holliday junction branch migration, FAM/BHQ fluorescence | inhibition, % at 10.4 µM;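 active = mean normalized replicate activity at least 40 and at least half of replicates scoring 40 or more; inconclusive = only one of the two criteria met; inactive = mean below 40 and under half of replicates reaching 40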;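 note: 0% = median of neutral control wells and 100% = median of positive control wells; inhibitors cause a drop in the FAM fluorescence signal; in these data hits start at about 50%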
XiGFP reactiv = activators of X-chromosome reactivation in mouse fibroblasts. XiGFP mouse fibroblasts, % GFP-positive cells imaging, 3 d; cells co-treated with 5-aza-dC sensitizer; scaled so ellipticine positive control = 100%. activation, % at 7.58 µM. 360,000 tested, 0.055% active. AID 743238;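 active = mean normalized replicate activation at least 10% and every replicate at or above 10%; inconclusive = only one of the two criteria met; inactive = mean below 10% and not all replicates reach 10%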;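 note: 0% = median of on-plate neutral control wells and 100% = ellipticine 6 µM median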
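assay system = SV40-immortalized XiGFP fibroblast cells, line 68-5-11 | buffer or medium = DMEM plus 5-aza-dC sensitizer | doses = single-point pinned compound dosing | times = 3-day compound exposure, then 15 min fixation at room temperature | benchmarks = positive control ellipticine, 6 µM final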
S100A4 MyoIIA = S100A4-myosin IIA interaction inhibition. P26447. S100A4/TAMRA-MyoIIA peptide fluorescence polarization. inhibition, % at 10.7 µM. 360,000 tested, 0.14% active. AID 652163;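 active = mean inhibition of at least 70% across replicates, with every replicate also reaching that level; inconclusive = mean inhibition reaches 70% but some replicates fall short; inactive = mean inhibition below 70%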
Target sequence (P26447 whole entry, looked up): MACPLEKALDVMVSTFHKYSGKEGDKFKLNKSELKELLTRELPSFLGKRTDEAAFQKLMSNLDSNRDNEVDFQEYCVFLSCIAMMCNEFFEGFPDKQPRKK
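Compound dosing: one dose per compound; test system: human S100A4 monomer with TAMRA-labelled myosin IIA peptide; probe or stimulus: TAMRA-labelled myosin IIA heavy-chain peptide probe, 5 nM; medium: HEPES buffer with Ca2+, pH 7.2; schedule: 5 min incubation before reading; benchmarks: neutral control DMSO, positive control TFP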
FN deposit inh = fibronectin deposition inhibition. 350,000 tested, 0.086% active. AH1F fibroblasts, Alexa488-fibronectin deposition fluorescence, overnight. inhibition, % at 12.6 µM;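 active = mean inhibition across replicates of 30% or more, regardless of how many single replicates reach that level; inconclusive = mean under 30% yet at least half of replicates reach 30%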;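 note: positive control wells lacked labelled fibronectin entirely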
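Test system: AH1F fibroblast monolayer depositing Alexa488-labelled fibronectin into matrix. Input: 10000 cells per well. Technique: fluorescence, ex 485 nm, em 525 nm. Buffer or medium: DMEM plus 2% serum, read in PBS. Timing: 1 h cell adhesion before compound, then overnight fibronectin incubation. Compound: single dose, pinned. Read-out basis: inhibition from reduced deposited-fibronectin fluorescence.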
esBAF inh = inhibitors of esBAF chromatin remodeling in mouse ES cells. AID 602393. Bmi1-luciferase knock-in reporter, 24 h; 100% = twice the neutral-well signal. 350,000 tested, 2% active. reporter increase, % at 12.5 µM; in the data active = activation above about 40%; inconclusive = no clear call, values can overlap the other calls;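 note: 0% = median of the plate's neutral control wells and 100% = double that signal; a rise in the Bmi1 reporter signal indicates esBAF inhibition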
* marks the source's active call; other numbers are inactive results; ? = inconclusive; nt = not tested or not shown.

1: CCC(=O)C1CCCN(C(=O)c2ccc3nc(-c4cccc(OC)c4)oc3c2)C1 (configuration not stated)
2: O=C(COC(=O)c1cc(S(=O)(=O)N2CCOCC2)ccc1F)c1ccc[nH]1
3: O=C(CCCN1CCC(O)(c2cccc(C(F)(F)F)c2)CC1)c1ccc(F)cc1
4: C=CCn1c(SCC(=O)N(C)C)nc2cc(C(=O)O)ccc2c1=O
5: Cc1cccc(C)c1NC(=O)CCCCCNS(=O)(=O)c1ccccc1
6: COc1cc(C2N(c3cccc(Cl)c3)C(=O)C3CCCN32)cc(OC)c1OC (configuration not stated)
7: CCN(c1ccc(OC)cc1)S(=O)(=O)c1csc(C(=O)N2CCCC2)c1
8: NC(=O)CC[C@@H]1NC(=O)[C@H](CO)NC(=O)c2cc([N+](=O)[O-])cc(I)c2NCCC[C@@H](C(N)=O)NC(=O)[C@H](Cc2ccc(O)cc2)NC1=O
9: C/C=C/C(=O)N1c2ccc(C)cc2C(C)=CC1(C)C
10: CN1c2ccc(-c3ccccc3)cc2[C@H]2[C@H](CCN2C(=O)CC2CC2)[C@H]1CO

assay / entry,1,2,3,4,5,6,7,8,9,10
E-sel inducer,0.2,10,-0.3,1.3,nt,0.4,nt,0.4,-0.1,0.4
FN deposit inh,2,-3,4,-1,9,-12,-14,4,4,7
XiGFP reactiv,0.0,0.1,-0.1,0.0,0.6,0.2,0.1,-0.1,-0.3,-0.1
S100A4 MyoIIA,-1,nt,11,-8,7,-1,-14,-7,-2,13
RAD52 inh,-8,nt,11,-3,-11,-54,-9,-11,-9,nt
esBAF inh,-4,nt,-6,nt,2,6,8,nt,-7,-2
RAD54 branch,-2,5,5,nt,-5,2,-1,nt,-2,-1
EWS-Fli inh,nt,nt,11,8,8,-2,-10,-10,2,3

4 entries from above in another layout:
1. CCC(=O)C1CCCN(C(=O)c2ccc3nc(-c4cccc(OC)c4)oc3c2)C1 (configuration not stated)
  E-sel inducer: 0.2; FN deposit inh: 2; XiGFP reactiv: 0.0; S100A4 MyoIIA: -1; RAD52 inh: -8; esBAF inh: -4; RAD54 branch: -2; EWS-Fli inh: nt

2. O=C(COC(=O)c1cc(S(=O)(=O)N2CCOCC2)ccc1F)c1ccc[nH]1
  E-sel inducer: 10; FN deposit inh: -3; XiGFP reactiv: 0.1; S100A4 MyoIIA: nt; RAD52 inh: nt; esBAF inh: nt; RAD54 branch: 5; EWS-Fli inh: nt

3. O=C(CCCN1CCC(O)(c2cccc(C(F)(F)F)c2)CC1)c1ccc(F)cc1
  E-sel inducer: -0.3; FN deposit inh: 4; XiGFP reactiv: -0.1; S100A4 MyoIIA: 11; RAD52 inh: 11; esBAF inh: -6; RAD54 branch: 5; EWS-Fli inh: 11

4. C=CCn1c(SCC(=O)N(C)C)nc2cc(C(=O)O)ccc2c1=O
  E-sel inducer: 1.3; FN deposit inh: -1; XiGFP reactiv: 0.0; S100A4 MyoIIA: -8; RAD52 inh: -3; esBAF inh: nt; RAD54 branch: nt; EWS-Fli inh: 8

Carrying on:
11: Cc1ccc(NC2(c3nnnn3-c3c(C)cccc3C)CCCCC2)cc1
12: Nc1cccn2c(-c3ccc(Cl)cc3)cnc12
13: CCOC(=O)C1CCN(C(=O)COC(=O)c2ccc(=O)n(Cc3ccccc3)n2)CC1
14: O=C(O)C1CCCCC1C(=O)Nc1ccc(F)cc1F (configuration not stated)
15: CSCCCNC(=O)c1ccc(OC2CCN(CCc3ccccc3)CC2)cc1
16: Cc1c(Cl)c([N+](=O)[O-])nn1CCCC(=O)Nc1ccc(Cl)cc1Cl
17: O=C(COC(=O)c1ccccc1O)Nc1cccc(S(=O)(=O)N2CCCC2)c1
18: COc1ccc(C(=O)NCC(=O)Nc2ccc(F)cc2)cc1OC
19: O=[N+]([O-])c1ccc(C=NN2CCOCC2)s1
20: C=CCOCCN(C)C1=NS(=O)(=O)c2ccccc21

assay / entry,11,12,13,14,15,16,17,18,19,20
E-sel inducer,nt,nt,0.2,nt,0.2,nt,nt,nt,-0.5,0.8
FN deposit inh,0,7,4,nt,3,7,-6,nt,0,-14
XiGFP reactiv,0.3,0.1,0.0,nt,0.1,0.0,0.0,nt,0.0,0.1
S100A4 MyoIIA,-8,-2,-5,-1,0,-2,-6,9,0,6
RAD52 inh,0,-7,-2,-8,-23,-20,-92,-8,-18,-4
esBAF inh,nt,nt,nt,-4,23,nt,-5,10,5,nt
RAD54 branch,nt,nt,2,-2,nt,-10,1,-10,-2,nt
EWS-Fli inh,14,-72,5,-9,-48,-4,3,8,-32,3

21: Cc1cc(-c2onc3ccc(Cl)cc23)ccc1O
22: COCC(=O)N(C)C[C@H]1Oc2ncc(C#Cc3ccc(F)cc3)cc2C(=O)N([C@H](C)CO)C[C@@H]1C
23: O=C(COC(=O)CCC(=O)c1ccc(F)cc1)Nc1ccc(F)cc1F
24: Cc1ccc(C(=O)C(=O)c2ccc(C)c(N)c2)cc1N
25: C[C@@H]1CCCCO[C@@H](CN(C)C)[C@H](C)CN([C@@H](C)CO)C(=O)c2cc(NC(=O)Nc3cccc4ccccc34)ccc2O1
26: Clc1nc(-c2ccccc2)cc(-c2ccc(Br)cc2)n1
27: COc1ccc(C(CNCC(=O)Nc2ccccc2F)N(C)C)cc1 (configuration not stated)
28: COc1cc(-c2nnco2)cc(OC)c1OC
29: CSc1ccc(Cn2c(C)c(C(=O)NCc3ccc(C(C)C)cc3)sc2=O)cc1
30: O=C(Nc1ccc2c(c1)OCCO2)C1c2ccccc2OCC(=O)N1Cc1ccc2c(c1)OCO2 (configuration not stated)

assay / entry,21,22,23,24,25,26,27,28,29,30
E-sel inducer,nt,0.4,-0.1,0.4,0.2,nt,-0.1,nt,nt,0.0
FN deposit inh,7,0,2,-6,nt,nt,2,-10,-7,6
XiGFP reactiv,0.1,-1.1,0.0,-0.1,-0.1,nt,0.1,0.1,-0.2,0.0
S100A4 MyoIIA,-12,5,-3,-5,-2,-3,0,2,-3,4
RAD52 inh,-268,6,-1,-19,14,-5,7,-2,-13,-20
esBAF inh,-62,nt,nt,7,-4,-1,-1,nt,12,nt
RAD54 branch,-8,nt,nt,-5,11,-10,-6,nt,-1,nt
EWS-Fli inh,-1,-9,-11,5,7,3,-1,-7,1,-21

Complete entries, quoted from the list.
CSc1ccc(Cn2c(C)c(C(=O)NCc3ccc(C(C)C)cc3)sc2=O)cc1 reads E-sel inducer: nt; FN deposit inh: -7; XiGFP reactiv: -0.2; S100A4 MyoIIA: -3; RAD52 inh: -13; esBAF inh: 12; RAD54 branch: -1; EWS-Fli inh: 1
C[C@@H]1CCCCO[C@@H](CN(C)C)[C@H](C)CN([C@@H](C)CO)C(=O)c2cc(NC(=O)Nc3cccc4ccccc34)ccc2O1 reads E-sel inducer: 0.2; FN deposit inh: nt; XiGFP reactiv: -0.1; S100A4 MyoIIA: -2; RAD52 inh: 14; esBAF inh: -4; RAD54 branch: 11; EWS-Fli inh: 7

The listing continues:
31: CCOC(=O)N1CCN(C(=O)CSc2nnc(-c3cccc(Cl)c3)o2)CC1
32: CC(C)NC(=O)Nc1ccc2c(c1)C(=O)N([C@@H](C)CO)C[C@H](C)[C@@H](CN(C)S(=O)(=O)c1cn(C)cn1)OCCCC[C@H](C)O2
33: COc1ccccc1NC(=O)NC1CC(=O)N(c2ccc3c(c2)OCCO3)C1 (configuration not stated)
34: CCCNC(=O)[C@@H]1[C@@H](CO)[C@@H]2Cn3c(cccc3=O)[C@H]1N2CCC(F)(F)F
35: COc1cc(/C=N/N=C2/NC(=O)C(CC(=O)O)S2)ccc1OCc1cccc(Cl)c1 (configuration not stated)
36: C[C@@H]1CN([C@H](C)CO)C(=O)c2cc(NS(=O)(=O)c3ccccc3)ccc2O[C@@H](C)CCCCO[C@H]1CN(C)Cc1ccc(C(F)(F)F)cc1
37: CC(C)C[C@H](NC(=O)c1nc[nH]c1C(=O)NCC(=O)OC(C)(C)C)C(=O)OC(C)(C)C
38: N#C[C@@H]1[C@@H](c2ccccc2-c2cccc(F)c2)[C@@H](CO)N1C(=O)C1CC1
39: Brc1c(C[n+]2ccccc2)nc2ccccn12
40: CCc1c(O)nc(SCC(=O)Nc2cc(C)on2)n(-c2ccccc2)c1=O

assay / entry,31,32,33,34,35,36,37,38,39,40
E-sel inducer,0.9,nt,0.4,-0.1,nt,1.2,0.1,0.1,1.6,nt
FN deposit inh,5,8,1,-5,1,4,3,2,-12,-3
XiGFP reactiv,0.2,0.1,0.0,0.1,0.0,-0.1,0.0,0.0,0.1,0.4
S100A4 MyoIIA,-6,48,-3,123*,-6,-12,0,?,-5,1
RAD52 inh,-9,-11,-8,5,0,11,-2,4,-9,2
esBAF inh,-7,-5,-5,-3,nt,1,2,nt,nt,-3
RAD54 branch,-4,-1,1,-5,nt,-6,-10,nt,-3,4
EWS-Fli inh,2,-1,2,5,-15,-7,3,3,9,-28

41: C=CCOC(=O)C1=C[C@@H](c2ccccc2)[C@H](CCCO)[C@@H](OCC)O1
42: Cc1ccc(S(=O)(=O)N(C)CCCC(=O)NC(C)(C)CO)cc1
43: O=C(NC(=S)Nc1ccc(NC(=O)c2cccs2)cc1)c1ccco1
44: O=C(NCCc1ccc(C(F)(F)F)cc1)C1CC(=O)N(c2ccc3c(c2)OCCO3)C1 (configuration not stated)
45: CO[C@H]1CN(C)C(=O)c2ccc(NC(=O)c3ccc(F)cc3)cc2OC[C@@H](C)N(C(=O)c2ccc(F)cc2)C[C@H]1C
46: C[C@H](CO)N1C[C@H](C)[C@@H](CN(C)CC2CCCCC2)Oc2ccc(NC(=O)CCCN(C)C)cc2CC1=O

assay / entry,41,42,43,44,45,46
E-sel inducer,1.5,-1.9,nt,3.4,0.6,-4.2
FN deposit inh,2,6,1,-1,29,nt
XiGFP reactiv,0.2,0.0,-0.1,0.3,0.0,0.0
S100A4 MyoIIA,-2,7,nt,-9,-8,13
RAD52 inh,-7,-11,nt,-3,-10,6
esBAF inh,-8,-7,9,-1,7,2
RAD54 branch,-3,3,-5,-3,-12,12
EWS-Fli inh,6,-2,nt,3,-7,-1
